NSD2 inh = inhibitors of human NSD2, primary screen, biochemical, plate reader, single point. Histone-lysine N-methyltransferase NSD2 (Homo sapiens), O96028. NSD2-SET H3K36me1 DELFIA fluorescence. inhibition, % at 12.5 µM. 44,000 compounds, 0.07% hits. AID 624260, 2012; in the data active = inhibition above about 54%, passing the limit was not always enough; inconclusive = no clear call, values can overlap the other calls;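 also: inhibitors reduce the monomethyl H3K36 fluorescence signal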
Target sequence (O96028 whole entry, looked up): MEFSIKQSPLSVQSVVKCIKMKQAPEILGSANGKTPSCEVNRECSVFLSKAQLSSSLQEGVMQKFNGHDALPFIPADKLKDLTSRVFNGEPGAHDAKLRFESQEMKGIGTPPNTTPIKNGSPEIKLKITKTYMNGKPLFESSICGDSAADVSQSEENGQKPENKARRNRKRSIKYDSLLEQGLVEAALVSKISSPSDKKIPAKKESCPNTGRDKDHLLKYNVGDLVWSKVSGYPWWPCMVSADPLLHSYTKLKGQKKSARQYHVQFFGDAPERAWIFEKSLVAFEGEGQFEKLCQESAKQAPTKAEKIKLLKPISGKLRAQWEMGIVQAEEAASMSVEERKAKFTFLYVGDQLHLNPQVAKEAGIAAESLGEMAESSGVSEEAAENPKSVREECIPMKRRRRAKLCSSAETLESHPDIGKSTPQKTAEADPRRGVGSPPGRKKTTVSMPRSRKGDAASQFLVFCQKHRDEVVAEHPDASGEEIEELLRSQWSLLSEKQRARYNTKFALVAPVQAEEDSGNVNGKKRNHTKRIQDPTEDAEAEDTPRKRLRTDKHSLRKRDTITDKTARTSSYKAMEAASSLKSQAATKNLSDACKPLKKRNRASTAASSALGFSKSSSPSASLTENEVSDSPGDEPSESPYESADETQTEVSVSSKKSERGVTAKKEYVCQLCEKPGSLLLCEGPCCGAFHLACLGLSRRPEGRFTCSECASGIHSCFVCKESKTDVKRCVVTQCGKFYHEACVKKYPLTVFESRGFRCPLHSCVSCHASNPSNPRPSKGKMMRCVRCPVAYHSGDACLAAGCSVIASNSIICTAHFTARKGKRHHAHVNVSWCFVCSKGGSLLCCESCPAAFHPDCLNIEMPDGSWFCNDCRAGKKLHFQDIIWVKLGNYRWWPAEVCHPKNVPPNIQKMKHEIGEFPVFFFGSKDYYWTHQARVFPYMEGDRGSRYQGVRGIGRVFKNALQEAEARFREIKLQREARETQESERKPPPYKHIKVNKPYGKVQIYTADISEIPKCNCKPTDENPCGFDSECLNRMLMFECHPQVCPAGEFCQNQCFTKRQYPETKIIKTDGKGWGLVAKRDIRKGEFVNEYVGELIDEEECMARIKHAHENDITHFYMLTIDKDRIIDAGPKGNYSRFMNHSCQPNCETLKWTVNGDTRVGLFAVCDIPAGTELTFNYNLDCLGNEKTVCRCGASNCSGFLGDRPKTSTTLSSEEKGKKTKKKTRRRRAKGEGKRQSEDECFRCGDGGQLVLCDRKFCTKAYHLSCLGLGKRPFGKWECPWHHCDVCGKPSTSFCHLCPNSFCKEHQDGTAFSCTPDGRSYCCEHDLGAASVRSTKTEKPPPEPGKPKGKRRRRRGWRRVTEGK
The depositor's hits bear a star; ? = inconclusive. Not all compounds are listed; the hit share may differ from the screen's.

A first look (2 entries):
SMILES	NSD2 inh
COc1ccc(NC(=O)Nc2ccc3c(c2)CC(=O)N([C@@H](C)CO)C[C@H](C)[C@@H](CN(C)CC2CC2)O3)cc1	-1.2
COC(=O)N(C)C[C@H]1OCc2cn(nn2)CCCC(=O)N([C@H](C)CO)C[C@H]1C	2.8

This part in full, repeating the preview:
SMILES	NSD2 inh
COc1ccc(NC(=O)Nc2ccc3c(c2)CC(=O)N([C@@H](C)CO)C[C@H](C)[C@@H](CN(C)CC2CC2)O3)cc1	-1.2
COC(=O)N(C)C[C@H]1OCc2cn(nn2)CCCC(=O)N([C@H](C)CO)C[C@H]1C	2.8
C[C@@H]1CN([C@@H](C)CO)C(=O)c2cc(/C=C/c3ccccc3)cnc2O[C@H]1CN(C)C(=O)c1cnccn1	29.0
Cc1ccc(S(=O)(=O)N(C)C[C@H]2OCCCC[C@@H](C)Oc3ccc(NS(C)(=O)=O)cc3C(=O)N([C@@H](C)CO)C[C@H]2C)cc1	0.5
Cc1noc(C)c1S(=O)(=O)Nc1ccc2c(c1)C(=O)N([C@H](C)CO)C[C@H](C)[C@H](CN(C)C(=O)Nc1ccc(C(F)(F)F)cc1)OCCCC[C@H](C)O2	-5.0
CC1OC(OC2C(CO)OC(OC(=O)[C@]34CCC(C)(C)CC3C3=CCC5[C@@]6(C)CC[C@H](OC7OC(C)C(OC8OCC(O)(COC9OCC(O)C(OC%10OCC(OC%11OCC(O)(CO)C%11O)C(O)C%10O)C9O)C8O)C(O)C7O)C(C)(C)C6CC[C@@]5(C)[C@]3(C)CC4)C(O)C2O)C(O)C(O)C1O (stereo partly drawn)	1.7
C/C=C/c1ccc2c(c1)O[C@H](CN(C)S(C)(=O)=O)[C@H](C)CN([C@H](C)CO)S2(=O)=O	3.4
COc1ccc(S(=O)(=O)N(C)C[C@H]2Oc3ccc(NC(=O)CCCN(C)C)cc3CC(=O)N([C@H](C)CO)C[C@@H]2C)cc1	5.2
CC1(C)C/C(=N\O)c2c(nc(C(F)(F)F)c3[nH]c4ccccc4c23)C1	-11.2
COCC#Cc1ccc2c(c1)O[C@H](CN(C)Cc1cncnc1)[C@H](C)CN([C@@H](C)CO)S2(=O)=O	2.6
C[C@H]1CN([C@@H](C)CO)C(=O)Cc2cc(NC(=O)CCN3CCOCC3)ccc2O[C@@H]1CN(C)C(=O)Nc1ccc(F)cc1	0.6
CCCC#Cc1ccc2c(c1)O[C@@H](CN(C)C(=O)c1cnccn1)[C@@H](C)CN([C@H](C)CO)S2(=O)=O	-6.4
C[C@@H]1CCCCO[C@@H](CN(C)C(=O)Nc2ccccc2)[C@H](C)CN([C@H](C)CO)C(=O)c2cc(NS(C)(=O)=O)ccc2O1	-6.8
Cc1ccc(S(=O)(=O)Nc2cccc3c2O[C@@H](CN(C)Cc2ccc(Cl)c(Cl)c2)[C@H](C)CN([C@@H](C)CO)C3=O)cc1	0.8
C[C@@H]1CN([C@@H](C)CO)C(=O)Cc2cc(NS(=O)(=O)c3ccc(F)cc3)ccc2O[C@@H]1CN(C)Cc1ccc(C(=O)Nc2ccccc2N)cc1	-4.9
Cc1noc(C)c1S(=O)(=O)N(C)C[C@@H]1Oc2ccc(NC(=O)c3ccncc3)cc2CC(=O)N([C@@H](C)CO)C[C@@H]1C	5.2
O=C(N/N=C/c1ccccc1Cl)c1ccccc1O	0.2
COc1cccc(S(=O)(=O)Nc2ccc3c(c2)[C@@H]2C[C@H](CC(=O)NCc4ccccc4F)O[C@H](CO)[C@@H]2O3)c1	-9.0
C[C@H]1CN([C@@H](C)CO)C(=O)c2cccc(NC(=O)NC3CCCCC3)c2O[C@H]1CN(C)Cc1ccncc1	-1.2
Cc1noc(C)c1NC(=O)N(C)C[C@H]1Oc2ccc(NS(=O)(=O)c3ccc(F)cc3)cc2CC(=O)N([C@@H](C)CO)C[C@@H]1C	4.3
C[C@@H]1CN([C@@H](C)CO)C(=O)c2cc(C#CCN(C)C)cnc2O[C@H]1CN(C)Cc1ccccn1	2.0
C[C@@H]1CN([C@@H](C)CO)C(=O)c2cc(NS(=O)(=O)c3cccs3)ccc2O[C@@H](C)CCCCO[C@@H]1CN(C)S(=O)(=O)c1ccccc1	-1.6
C[C@H](CO)N1C[C@H](C)[C@@H](CN(C)Cc2ccc3c(c2)OCO3)OCCCC[C@H](C)Oc2ccc(NC(=O)Nc3ccccc3)cc2C1=O	12.9
C/C=C/c1ccc2c(c1)O[C@H](CN(C)C(=O)c1ccncc1)[C@H](C)CN([C@@H](C)CO)S2(=O)=O	-4.9
Cc1noc(C)c1NC(=O)Nc1cccc2c1O[C@H](CN(C)C(=O)Nc1ccccc1)[C@H](C)CN([C@@H](C)CO)C2=O	6.7
Cc1noc(C)c1NC(=O)Nc1ccc2c(c1)C(=O)N([C@@H](C)CO)C[C@H](C)[C@H](CN(C)Cc1ccccc1)OCCCC[C@@H](C)O2	1.7
C[C@@H]1CCCCO[C@@H](CN(C)S(=O)(=O)c2cccs2)[C@@H](C)CN([C@@H](C)CO)C(=O)c2cc(NC(=O)Nc3cccc4ccccc34)ccc2O1	1.2
COc1cccc(-c2ccc3c(c2)O[C@@H](CN(C)C(=O)C2CCC2)[C@H](C)CN([C@H](C)CO)S3(=O)=O)c1	-4.5
[N-]=[N+]=Nc1cccc(C(=O)NCCc2c[nH]c3ccccc23)c1	3.4
COc1ccc(S(=O)(=O)Nc2ccc3c(c2)CC(=O)N([C@H](C)CO)C[C@H](C)[C@@H](CN(C)S(=O)(=O)c2ccc(C)cc2)O3)cc1	-12.3
C[C@H]1CN([C@@H](C)CO)C(=O)c2cc(NS(=O)(=O)c3ccc(F)cc3)ccc2O[C@@H]1CN(C)Cc1ccc2c(c1)OCO2	0.2
C[C@@H]1CN([C@H](C)CO)C(=O)c2cc(NC(=O)Nc3cccc4ccccc34)ccc2O[C@@H]1CN(C)C(=O)Nc1ccccc1	-8.7
C[C@H](CO)N1C[C@H](C)[C@@H](CN(C)C(=O)Nc2cccc3ccccc23)Oc2c(NC(=O)Nc3cccc4ccccc34)cccc2C1=O	1.3
C[C@@H]1CN([C@H](C)CO)S(=O)(=O)c2ccc(Br)cc2O[C@@H]1CN(C)S(=O)(=O)c1ccccc1	-0.3
C[C@@H]1CN([C@H](C)CO)S(=O)(=O)c2ccc(-c3ccc(C#N)cc3)cc2O[C@@H]1CN(C)C(=O)CN(C)C	5.0
C[C@H](CO)N1C[C@H](C)[C@H](CN(C)S(=O)(=O)c2ccc(C#N)cc2)Oc2ncc(-c3ccc(F)cc3)cc2C1=O	0.8
C[C@H]1CN([C@@H](C)CO)C(=O)c2cc(-c3ccncc3)cnc2O[C@@H]1CN(C)C(=O)c1ccccc1F	2.9
C[C@@H]1CCCCO[C@@H](CN(C)C(=O)Nc2ccccc2)[C@@H](C)CN([C@H](C)CO)C(=O)c2cc(NC(=O)CCCN(C)C)ccc2O1	2.7
C[C@H](O)C#Cc1ccc2c(c1)O[C@@H](CN(C)Cc1cccnc1)[C@@H](C)CN([C@H](C)CO)S2(=O)=O	6.3
CCOC(=O)C1=C(C)NC(=S)NC1c1cccc(O)c1 (stereo not drawn)	-3.1
C[C@H](CO)N1C[C@H](C)[C@H](CN(C)Cc2ccc3c(c2)OCO3)OCCCC[C@H](C)Oc2ccc(NS(=O)(=O)c3ccccc3)cc2C1=O	-1.1
C=C1C[C@@H]2COC(=O)[C@]2(Cc2ccc3ccccc3c2)C1	-1.1
C[C@@H]1CN([C@H](C)CO)C(=O)c2cccc(NC(=O)CCCCCC(=O)Nc3ccccc3N)c2O[C@@H]1CN(C)C	1.4
C[C@@H]1CN([C@@H](C)CO)C(=O)c2cccc(NC(=O)CCCCCC(=O)Nc3ccccc3N)c2O[C@H]1CN(C)C(=O)Nc1ccc2c(c1)OCO2	-3.4
C/C=C/c1ccc2c(c1)O[C@@H](CN(C)C(C)=O)[C@@H](C)CN([C@H](C)CO)S2(=O)=O	3.8
Cc1noc(C)c1NC(=O)N(C)C[C@H]1Oc2ccc(NC(=O)Nc3ccc4c(c3)OCO4)cc2C(=O)N([C@@H](C)CO)C[C@H]1C	6.6
Cc1ccc(S(=O)(=O)Nc2ccc3c(c2)C(=O)N([C@@H](C)CO)C[C@@H](C)[C@@H](CN(C)S(C)(=O)=O)O3)cc1	-2.9
C[C@@H]1CCCCO[C@@H](CN(C)C(=O)Nc2ccc(F)cc2)[C@@H](C)CN([C@H](C)CO)C(=O)c2cc(NC(=O)Cc3ccccc3)ccc2O1	-1.4
C[C@@H]1CN([C@H](C)CO)C(=O)c2cc(C#CC(C)(C)O)cnc2O[C@H]1CN(C)Cc1cccc(F)c1	5.0
CC(=O)N(C)C[C@H]1Oc2cc(-c3ccccc3)ccc2S(=O)(=O)N([C@H](C)CO)C[C@@H]1C	-5.7
Cc1noc(C)c1S(=O)(=O)Nc1cccc2c1O[C@H](CN(C)Cc1ccc(C(F)(F)F)cc1)[C@H](C)CN([C@@H](C)CO)C2=O	2.6
C[C@@H]1CN([C@H](C)CO)C(=O)c2cc(NS(C)(=O)=O)ccc2O[C@H]1CN(C)C(=O)Nc1ccc2c(c1)OCO2	7.4
C/C=C/c1ccc2c(c1)O[C@H](CN(C)Cc1ccccc1)[C@H](C)CN([C@@H](C)CO)S2(=O)=O	3.0
CNC[C@H]1OCCCC[C@H](C)Oc2ccc(NC(=O)Nc3cccc4ccccc34)cc2C(=O)N([C@H](C)CO)C[C@@H]1C	-2.6
COc1ccc(-c2cnc3c(c2)C(=O)N([C@H](C)CO)C[C@@H](C)[C@@H](CN(C)C(=O)Cc2cccnc2)O3)cc1	-3.1
C[C@H](CO)N1C[C@H](C)[C@H](CN(C)C(=O)CCC(F)(F)F)OCCCC[C@H](C)Oc2ccc(NC(=O)c3ccncc3)cc2C1=O	-4.4
C[C@H]1CN([C@@H](C)CO)C(=O)c2cccc(N(C)C)c2O[C@@H]1CN(C)S(C)(=O)=O	14.7
C[C@@H]1CN([C@H](C)CO)S(=O)(=O)c2ccc(-c3ccccc3F)cc2O[C@@H]1CN(C)Cc1cccnc1	6.8
C[C@@H]1CN([C@@H](C)CO)C(=O)c2cc(NS(=O)(=O)c3cccs3)ccc2O[C@H]1CN(C)S(=O)(=O)c1cccs1	1.5
C[C@@H]1CN([C@@H](C)CO)C(=O)c2cc(NC(=O)Nc3ccc(F)cc3)ccc2O[C@@H](C)CCCCO[C@H]1CN(C)C(=O)c1ccccc1	0.4

Next section
SMILES	NSD2 inh
CNC[C@H]1OCCCC[C@@H](C)Oc2ccc(NC(=O)c3ccncc3)cc2C(=O)N([C@H](C)CO)C[C@@H]1C	?
C[C@@H]1CN([C@@H](C)CO)C(=O)Cc2cc(N(C)C)ccc2O[C@H]1CN(C)C(=O)Nc1ccc(C(F)(F)F)cc1	-15.3
C[C@@H]1CN([C@H](C)CO)C(=O)c2cc(-c3ccc(C(=O)N(C)C)cc3)cnc2O[C@H]1CN(C)C	-1.7
CNC[C@@H]1OCc2cn(nn2)CCCC(=O)N([C@@H](C)CO)C[C@H]1C	-4.6
O=C(/C=C/CCc1ccc2c(c1)OCO2)N1CCCCC1	1.1
COc1ccc(NC(=O)Nc2ccc3c(c2)CC(=O)N([C@@H](C)CO)C[C@@H](C)[C@H](CN(C)Cc2ccc(Oc4ccccc4)cc2)O3)cc1	-4.5
COc1cc(-c2cc(O)c(OC)c(OC)c2)cc(O)c1OC	20.1
C[C@H](CO)N1C[C@H](C)[C@H](CN(C)Cc2ccc(C(=O)Nc3ccccc3N)cc2)Oc2c(NC(=O)c3nc4ccccc4s3)cccc2C1=O	3.3
CC(C)CC#Cc1cnc2c(c1)C(=O)N([C@H](C)CO)C[C@H](C)[C@H](CN(C)C(=O)Nc1ccccc1F)O2	-4.3
C[C@@H](NC(=O)C[C@@H]1CC[C@H](NC(=O)CN2CCOCC2)[C@H](CO)O1)c1ccccc1	3.4
COc1ccccc1C#Cc1cnc2c(c1)C(=O)N([C@H](C)CO)C[C@@H](C)[C@@H](CN(C)C(=O)c1ccc3c(c1)OCO3)O2	-9.2
C[C@H]1CN([C@@H](C)CO)C(=O)Cc2cc(NS(=O)(=O)c3cn(C)cn3)ccc2O[C@@H]1CN(C)Cc1ccccc1	10.3
C[C@@H]1CN([C@H](C)CO)C(=O)c2cc(NS(=O)(=O)c3cn(C)cn3)ccc2O[C@@H](C)CCCCO[C@@H]1CN(C)Cc1ccccc1	5.9
C[C@@H]1CN([C@@H](C)CO)C(=O)Cc2cc(NC(=O)Nc3ccc(F)cc3)ccc2O[C@@H]1CN(C)C(=O)Nc1cccc2ccccc12	-9.1
CCC1Nc2ccccc2-c2nnc(SC)nc2O1 (stereo not drawn)	3.4
Cc1cc(Cc2c(O)nc(SCc3ccccc3)[nH]c2=O)ccc1OC(C)C	-7.3
CC(C)NC(=O)N(C)C[C@@H]1OCc2ccccc2-c2c(n(C)c3ccccc23)C(=O)N([C@H](C)CO)C[C@@H]1C	-8.5
Cc1noc(C)c1S(=O)(=O)N(C)C[C@H]1Oc2ccc(NC(=O)Nc3ccc(F)cc3)cc2CC(=O)N([C@H](C)CO)C[C@@H]1C	-1.8
CCCNC(=O)N(C)C[C@H]1Oc2ncc(C#CC3(O)CCCC3)cc2C(=O)N([C@@H](C)CO)C[C@H]1C	3.9
Cc1noc(C)c1S(=O)(=O)N(C)C[C@@H]1Oc2ccc(NC(=O)Cc3cn(C)c4ccccc34)cc2CC(=O)N([C@H](C)CO)C[C@H]1C	1.6
COc1ccc(C#Cc2ccc3c(c2)O[C@H](CN(C)S(=O)(=O)c2ccccc2F)[C@H](C)CN([C@@H](C)CO)S3(=O)=O)cc1	-9.5

3 structures from above, ordered by count of non-hydrogen atoms, descending.
SMILES	NSD2 inh
C[C@@H]1CN([C@@H](C)CO)C(=O)Cc2cc(N(C)C)ccc2O[C@H]1CN(C)C(=O)Nc1ccc(C(F)(F)F)cc1	-15.3
CC(C)CC#Cc1cnc2c(c1)C(=O)N([C@H](C)CO)C[C@H](C)[C@H](CN(C)C(=O)Nc1ccccc1F)O2	-4.3
C[C@@H]1CN([C@H](C)CO)S(=O)(=O)c2ccc(-c3ccccc3F)cc2O[C@@H]1CN(C)Cc1cccnc1	6.8

High-throughput results: PubChem BioAssay, Broad Institute
